Screening data as filed in PubChem BioAssay.
GPR55 LPI antagonism = inhibition of LPI-stimulated GPR55 beta-arrestin translocation – imaging, U2OS, beta-arrestin-GFP, LPI agonist, primary screen (AID 2013). U2OS GPR55 beta-arrestin-GFP translocation imaging, LPI antagonism; higher % means a stronger effect. inhibition, % at 10 µM, or IC50 in µM where a hit was titrated. 290,000 compounds, 0.13% hits;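 active = spots per cell inhibited over 60%, with over 100 cells counted and total cytoplasm intensity under 500,000; inconclusive = wells with under 100 cells, flagged as likely toxic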;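 note: U2OS cells stably carrying GPR55 and arrestin-GFP stimulated by 5 µM LPI near EC80; imaged beta-arrestin-GFP aggregate spots per cell after agonist stimulation; plate controls were LPI-stimulated DMSO wells for no effect and DMSO wells without LPI for full effect; some results filed as inactive read as strong as hits; confirmed hits need IC50 under 10 µM and bright autofluorescent wells are also inconclusive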
NOD1 NF-kB reporter = inhibition of NOD1-driven NF-kB reporter – cell-based, luminescence, uHTS, primary screen (AID 1578) | NOD1-driven NF-kB luciferase reporter cells, luminescence; higher % means a stronger effect | 290,000 compounds, 1% hits | inhibition, % at 4 µM, or EC50 in µM where a hit was titrated; in the data active = inhibition mostly above about 36%, no sharp cut-off; inactive = mostly below about 34%;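 note: HEK-293T reporter cells stimulated with the NOD1 agonist gamma-tri-DAP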
HIV fusion peptide = cell-free HIV fusion peptide-binding blockers – biochemical, uHTS, fluorescence dequenching, primary screen (AID 1986). cell-free peptide binding, fluorescence dequenching, 30 min; higher % means a stronger effect. inhibition, % at 20 µM, or IC50 in µM where a hit was titrated. 290,000 compounds, 0.3% hits; in the data active = inhibition mostly above about 52%, no sharp cut-off; inactive = mostly below about 76%; note: some results filed as inactive read as strong as hits
KOR beta-arrestin-1 = kappa opioid receptor blockers – cell-based, luminescence, uHTS (AID 1778); KOR beta-arrestin recruitment, luminescence, antagonist mode; higher % means a stronger effect; inhibition, % at 10 µM, or IC50 in µM where a hit was titrated; 290,000 compounds, 0.091% hits; in the data active = inhibition above about 50%; note: strong numbers were not always called active
KOR beta-arrestin-2 = KOR agonists, beta-arrestin recruitment, primary screen, cell-based, luminescence, uHTS (AID 1777) | 280,000 compounds, 0.02% hits | activation, % at 10 µM, or EC50 in µM where a hit was titrated | KOR beta-arrestin recruitment, luminescence; higher % means a stronger effect; in the data active = activation above about 50%, passing the limit was not always enough; note: a part of the inactive calls stands beside numbers as strong as those of hits
GPR35 antagonists = inhibition of zaprinast-stimulated GPR35 beta-arrestin translocation – imaging, U2OS, beta-arrestin-GFP, zaprinast agonist, primary screen (AID 2058). U2OS GPR35 beta-arrestin-GFP translocation imaging, zaprinast antagonism; higher % means a stronger effect. 290,000 compounds, 0.052% hits. inhibition, % at 10 µM, or IC50 in µM where a hit was titrated;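 active = inhibition of at least 50% with at least 30 cells and total cytoplasm GFP at most 10,000,000; inconclusive = under 30 cells or total GFP of 10,000,000 plus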
Dengue-2 NS5 capping = flavivirus cap methylation enzyme inhibition – biochemical, confirmation dose response, primary screen (AID 588689) | Dengue-2 NS5 methyltransferase capping enzyme assay, biochemical; higher % means a stronger effect | inhibition, % at 25 µM; hits with a dose series show IC50 in µM | 340,000 compounds, 0.3% hits; in the data active = a potency from the dose series; inconclusive = inhibition above about 29% without an active follow-up result
West Nile antiviral = West Nile virus antiviral activity, cell-based, CPE readout (AID 1621). West Nile virus-infected cells, CPE inhibition; higher % means a stronger effect. one-dose CPE inhibition, % at 10 µM; IC50 in µM for titrated hits. 290,000 compounds, 0.02% hits; in the data active = a potency from the dose series; inconclusive = CPE inhibition mostly from about 3.7% at the one dose, without a potency; inactive = the rest, 99 in 100 with CPE inhibition below about 2.2%; note: strong numbers were not always called active
GPR55 activation = selective activators of receptor GPR55 – imaging, U2OS cells, beta-arrestin-GFP redistribution, primary screen (AID 1961); activation, % at 10 µM; hits with a dose series show EC50 in µM; 290,000 compounds, 0.048% hits; U2OS GPR55 beta-arrestin-GFP redistribution imaging; higher % means a stronger effect;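 active = activation above 40% with more than 50 cells counted in the well; inconclusive = wells holding fewer than 50 cells, flagged as toxic or sparse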;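 note: U2OS osteosarcoma cells stably expressing GPR55 and beta-arrestin-GFP; plate controls were DMSO negative control for no effect and LPI positive control for full effect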
Dengue-2 NS5 capping pilot replicate = recorded beside Dengue-2 NS5 capping, whose call it bears; inhibition, %; measured here: pilot screen replicate inhibition
Numbers without * were called inactive; ? = inconclusive; · = not tested or not shown; [ ] = dose if it differs, or a comment. Not all compounds are listed; count on the stated rates, not on these rows.

The opening two records, to show the layout:
SMILES	GPR55 LPI antagonism	NOD1 NF-kB reporter	HIV fusion peptide	KOR beta-arrestin-1	KOR beta-arrestin-2	GPR35 antagonists	Dengue-2 NS5 capping	West Nile antiviral	GPR55 activation	others
CN1C(=O)[C@H]2[C@@H](C3CC3)N3C(=O)CN(Cc4ccc(-c5ccccc5)cc4)C(=O)[C@@]3(C)[C@H]2C1=O	-6%	-29%	-0.1%	-31%[20 µM]	-4.1%	6%	-6%	-1.4%	0.2%
COc1cccc2c(C)c(C(=O)O)[nH]c12	2%	12%	68%*	13%	-5.5%	-28%	6%	-0.1%	0.2%

All compounds of this part, from the first entry:
SMILES	GPR55 LPI antagonism	NOD1 NF-kB reporter	HIV fusion peptide	KOR beta-arrestin-1	KOR beta-arrestin-2	GPR35 antagonists	Dengue-2 NS5 capping	West Nile antiviral	GPR55 activation	others
CN1C(=O)[C@H]2[C@@H](C3CC3)N3C(=O)CN(Cc4ccc(-c5ccccc5)cc4)C(=O)[C@@]3(C)[C@H]2C1=O	-6%	-29%	-0.1%	-31%[20 µM]	-4.1%	6%	-6%	-1.4%	0.2%
COc1cccc2c(C)c(C(=O)O)[nH]c12	2%	12%	68%*	13%	-5.5%	-28%	6%	-0.1%	0.2%
CC(=O)Nc1cccc(NC(=O)c2ccc(C)c([N+](=O)[O-])c2)c1	16%	-26%	-0.8%	11%	-6.8%	-1%	-4%	-0.3%	0.6%
Cc1ccc(C2=Nc3c(ccc4ccccc34)C(c3ccncc3)=NN2)cc1	10%	-4%	-3.6%	-31%[20 µM]	·	3%	3%	-0.6%	-0.1%
CC1=CC2=NC(=O)CC(C)(C(=O)N(CC(=O)NC3CCCC3)Cc3ccccc3)N2C=C1 (stereo unspecified)	9%	14%	-0.2%	0%	0.0%	-9%	-4%	0.2%	0.2%
CC(C)OC(=O)c1ccccc1C(=O)c1ccc(N)c([N+](=O)[O-])c1	2%	-9%	-1.6%	-11%[20 µM]	-8.6%	-3%	-1%	-0.7%	-0.1%
CC(C)C(=O)NC(c1ccc([N+](=O)[O-])cc1)c1c(O)ccc2ccccc12 (stereo unspecified)	26%	16%	1.6%	-16%	2.3%	2%	-2%	-0.7%	-0.1%
CCOC(=O)/C(C)=N/NC(=O)c1cccc([N+](=O)[O-])c1	1%	-15%	-0.5%	-21%	5.4%	2%	-21%	-0.4%	-0.3%
O=S(=O)(c1ccc(F)cc1)N1CN(Cc2ccco2)c2nc3ccccc3nc21	-9%	-16%	40%	-28%	5.5%	3%	?	-0.4%	-0.1%
COCCCNC(=O)c1cc2c(=O)n3cc(C)ccc3nc2nc1NCC1CCCO1 (stereo unspecified)	20%	-22%	-1.1%	10%	-1.9%	-1%	·	-0.6%	-0.1%
Cn1c(=O)c(=O)n(C)c2cc(S(=O)(=O)N3CCCC3C(=O)NCc3cccnc3)ccc21 (stereo unspecified)	14%	0%	0.6%	0%	-0.5%	-4%	-5%	0.0%	-0.1%
Cc1cc(C)n(-c2ccc(C(=O)OCn3nnc4ccccc4c3=O)cc2)n1	10%	2%	18%	-10%	18%	1%	-14%	-0.4%	1.1%
COC(=O)C1=C(C)Nc2ncnn2C1c1ccccn1 (stereo unspecified)	-1%	28%	-0.7%	-59%	7.4%	14%	-5%	0.1%	-0.2%
COc1ccc(Cl)cc1NC(=O)NC1CCCCC1	0%	7%	3.6%	0%	-0.6%	-1%	-8%	-0.3%	0.0%
COc1ccc(N2CCN(Cc3nnc(-c4ccccc4)o3)CC2)cc1	-10%	-22%	-1.7%	8%	-5.2%	4%	9%	-0.4%	0.1%
Cc1ccc(/C=N/Nc2nncc(-c3ccccc3)n2)o1	-7%	-55%	-4.1%	10%	-5.0%	-14%	·	0.0%	-0.3%
O=C(Nc1nnc(C23CC4CC(CC(C4)C2)C3)s1)c1ccc(N2C(=O)CCC2=O)cc1	2%	-17%	2.8%	2%	-0.5%	2%	1%	-0.2%	0.3%
COc1ccc(CCNc2ccc(C(CC(N)=O)NC(=O)Cc3ccc(Br)cc3)cc2[N+](=O)[O-])cc1 (stereo unspecified)	0%	-2%	5.7%	22%	-3.3%	6%	8%	0.0%	0.6%
Cc1ccc(OCc2nc(C#N)c(N3CCCC3)o2)cc1	9%	-10%	-1.1%	14%	6.6%	0%	2%	0.2%	-0.3%
Cc1nc2nc3c(c(=O)n2[nH]1)CCCC3	15%	2%	-1.3%	-9%	3.6%	13%	-3%	0.1%	-0.3%
O=C(NCCCNC(=O)c1ccccc1Br)c1ccccc1Br	-9%	-20%	-1.3%	-44%[20 µM]	-1.2%	-6%	5%	0.1%	0.2%	Dengue-2 NS5 capping pilot replicate=-2.4
COc1ccccc1C(C)NC(=O)c1ccc(C)o1 (stereo unspecified)	-2%	-2%	1.4%	6%	-4.7%	-6%	-2%	0.2%	-0.2%
O=C(COc1ccc(-c2ccccc2)cc1)N1CCN(C(=O)c2cccnc2)CC1	-2%	1%	2.4%	0%	10%	-1%	7%	-0.3%	-0.3%
Cc1cccc(NC(=O)c2nnn(-c3cccc(C(F)(F)F)c3)c2N)c1	-27%	18%	0.7%	-12%	9.3%	-26%	-1%	-0.3%	1.0%
COc1ccc(OCC(=O)NNc2c3ccccc3nc3ccccc23)cc1	-5%	77%*	-3.8%	-14%	1.7%	0%	0%	1.5%	-0.3%	Dengue-2 NS5 capping pilot replicate=1.5
Cc1c(Cl)cccc1NC(=S)NCC(C)C	7%	-6%	2.2%	27%	3.2%	26%	3%	-1.6%	-0.2%
CC(C)(CO)CNC(=O)CC1C(=O)NCCN1CC(c1ccccc1)c1ccccc1 (stereo unspecified)	1%	-41%	-1.1%	-8%	0.9%	-9%	-2%	-0.2%	-0.2%
CCOc1ccc(S(=O)(=O)N(CC)CC(=O)N2CCCC2)cc1C	16%	-19%	0.2%	-24%[20 µM]	-1.3%	-4%	5%	-1.2%	-0.1%
COC(=O)CCCC[C@H]1SC[C@H]2NC(=O)N[C@]21O	2%	-12%	0.6%	25%	-6.1%	1%	·	0.5%	-0.4%
CC/C(=N\NC(=S)NC(C)C)c1ccc(OC)c(OC)c1	-23%	-50%	0.0%	5%	2.8%	-26%	·	-0.6%	-0.3%
O=C(NC1CCCCC1)C1CCN(C(=O)NCc2ccccc2)CC1	-1%	-3%	0.6%	-11%	-3.0%	11%	-3%	-0.3%	0.1%
COc1cccc(NC(=O)CCc2c(C)nn(-c3ccc(N4CCOCC4)nn3)c2C)c1	-2%	-15%	-1.3%	-36%	1.8%	3%	-2%	-0.1%	-0.2%
S=C(c1ccc(-c2cccc(Cl)c2)o1)N1CCOCC1	0%	-104%	-0.4%	18%	-0.1%	11%	-3%	-0.7%	-0.1%
CC(=O)c1sc(-c2ccc(Cl)cc2)nc1C	6%	-48%	-0.8%	11%	-6.1%	-5%	-7%	-0.1%	-0.1%
O=C(COC(=O)c1ccc(Br)o1)NC1CCCCC1	8%	-20%	0.5%	1%	-0.9%	3%	-2%	0.0%	0.4%
NNC(=O)c1ccc(Cl)cc1Cl	25%	-21%	-0.4%	13%	-4.1%	-5%	-6%	0.7%	-0.2%
COc1cc(C(C)=O)ccc1OCC(O)CN1CCN(S(=O)(=O)c2ccccc2)CC1 (stereo unspecified)	8%	-25%	0.1%	22%	-3.2%	-3%	·	-0.3%	-0.1%
Cc1ccc2[nH]c(=O)c3cc(C(=O)NCCC(C)C)sc3c2c1	11%	6%	1.0%	17%	-2.8%	-16%	3%	-0.6%	-0.2%
COc1ccccc1-n1c(SCC(=O)c2ccc(O)cc2O)nc2cc([N+](=O)[O-])ccc21	38%	13%	23%	-25%	8.2%	-21%	-6%	-1.0%	-0.1%
Brc1cc(Br)c2ncnc(N3CCCCC3)c2c1	1%	24%	-0.8%	3%	2.5%	4%	-1%	1.5%	0.3%
O=[N+]([O-])c1cccc(S(=O)(=O)c2ccc(NCCOCCO)c([N+](=O)[O-])c2)c1	-4%	-12%	-2.6%	-27%	-4.2%	5%	-3%	-0.9%	0.0%
CC1Cc2ccccc2N1C(=O)CSc1nc2ccccc2s1 (stereo unspecified)	-27%	0%	-1.6%	24%	-6.0%	-7%	-12%	·	-0.6%
O=C(O)CNC(=O)C1COc2ccccc2O1 (stereo unspecified)	9%	-28%	1.8%	37%	-2.9%	8%	-1%	0.2%	-0.1%
COc1ccc(C2=C/C(=C\c3ccccc3OC(C)=O)C(=O)O2)cc1	10%	-8%	29%	-78%[20 µM]	5.9%	-1%	-5%	-0.5%	-0.1%	Dengue-2 NS5 capping pilot replicate=-3.7
O=C(COC(=O)c1cccnc1Nc1ccccc1F)NCc1ccc2c(c1)OCO2	-4%	-5%	-0.5%	-20%	3.8%	2%	-4%	2.1%	-0.1%
Cc1ccc(C(=O)O)cc1NC(=O)c1ccc(Cn2nc(C)c(Cl)c2C)o1	3%	-17%	3.4%	-1%	4.3%	-13%	-4%	0.5%	-0.4%
COc1cc(C(=O)Nc2ccc3oc(-c4cccnc4)nc3c2)cc(OC)c1OC	-2%	-23%	-1.0%	-16%	-4.7%	-12%	-7%	0.3%	0.6%
O=C(CSc1nc(O)cc(=O)n1-c1ccccc1)NCc1ccccc1	-7%	-15%	4.4%	20%	-0.8%	2%	3%	-0.3%	0.7%
O=c1cc(O)c2ccccc2n1Cc1ccccc1	5%	-9%	7.7%	17%	0.0%	3%	0%	0.0%	0.5%
COc1ccc(C(CC(=O)O)NC(=O)COc2ccccc2OC)cc1OC (stereo unspecified)	10%	4%	-2.1%	-2%	3.5%	14%	-2%	-0.3%	0.0%
CN(C)c1nc(-c2cccnc2)nc(-c2ccc(Cl)cc2)c1C#N	10%	-13%	-1.6%	8%	-3.4%	-5%	-2%	1.1%	-0.3%
COc1ccc(-n2ncc3c2CC(C)(C)CC3NC(=O)c2ccnn2C)cc1 (stereo unspecified)	1%	-18%	1.3%	-24%	-6.8%	-3%	-2%	-0.6%	0.2%
Cc1ccc(CN(c2ccc(C(=O)NCc3ccc4c(c3)OCO4)cc2)S(C)(=O)=O)cc1	-10%	-8%	-2.1%	6%	-2.0%	6%	-8%	-0.1%	0.0%
Cc1sc2nc(SCC(N)=O)n(-c3ccccc3)c(=O)c2c1C	4%	-26%	-0.2%	-25%	1.7%	-4%	-5%	-0.5%	-0.4%
CN(c1ccc(C(=O)NCc2ccc3c(c2)OCO3)cc1)S(=O)(=O)c1ccccc1	-7%	-21%	0.3%	10%	-3.1%	0%	-4%	-0.6%	-0.1%
